CaV13 ICDI inh = Primary screen for inhibitors of IQ motif and Ca2+-dependent inactivation inhibitor domain binding in CACNA1D, Förster resonance energy transfer in living cells, …. 0.098% of 340,000 active. AID 743397. HEK cells, CFP/YFP FRET ICDI-IQ, plate reader, 10 min; percent FRET-ratio fall versus neutral wells. inhibition, % at 12.3 µM;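 active means mean replicate inhibition of at least 30% and at least 1% of replicates passing that level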;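 further: 0% = median of the neutral control wells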
An asterisk follows results filed as active. Not all compounds are listed, so the mix of outcomes need not match the whole.

Preview, six compounds:
SMILES	CaV13 ICDI inh
Cc1cc(C)nc(N2CCCC(C(=O)Nc3nnc(C(C)C)s3)C2)n1 (configuration not stated)	-8
CC(C)C[C@@H]1COc2cc(N3CCCC3)ccc2S(=O)(=O)N1	-6
O=C1CC(c2ccccc2)n2nc(NC(=O)c3cccnc3)nc2N1 (configuration not stated)	-5
CCn1cc(C(=O)N2CCc3ccccc3C2)c(=O)c2cc(S(=O)(=O)N3CCCCC3)ccc21	-5
O=c1[nH]c(-c2ccccc2)cn1C1CCN(Cc2ccc(-c3nc4ccccc4nc3-c3ccccc3)cc2)CC1	-16
COc1ccc(-c2ccc3c(n2)CCCN3S(=O)(=O)c2ccc(F)cc2)cc1	-9

Results, from the first entry:
SMILES	CaV13 ICDI inh
Cc1cc(C)nc(N2CCCC(C(=O)Nc3nnc(C(C)C)s3)C2)n1 (configuration not stated)	-8
CC(C)C[C@@H]1COc2cc(N3CCCC3)ccc2S(=O)(=O)N1	-6
O=C1CC(c2ccccc2)n2nc(NC(=O)c3cccnc3)nc2N1 (configuration not stated)	-5
CCn1cc(C(=O)N2CCc3ccccc3C2)c(=O)c2cc(S(=O)(=O)N3CCCCC3)ccc21	-5
O=c1[nH]c(-c2ccccc2)cn1C1CCN(Cc2ccc(-c3nc4ccccc4nc3-c3ccccc3)cc2)CC1	-16
COc1ccc(-c2ccc3c(n2)CCCN3S(=O)(=O)c2ccc(F)cc2)cc1	-9
COC(=O)[C@]12C[C@H](CC(=O)NCc3cccc4ccccc34)C(=O)N(Cc3ccccc3)C1=C[C@H](C1CCCC1)O[C@@H]2C	-8
O=C(N[C@@H](Cc1cccnc1)C(=O)N1CCC[C@H]1C(=O)NCc1ccccc1)c1ccccc1	-3
c1cncc(CSc2nnc(-c3cccnc3)n2Cc2ccco2)c1	-8
Cc1cc(C)nc(NS(=O)(=O)c2ccc(NC(=O)CN3C(=O)c4ccccc4C3=O)cc2)n1	-10
CCCCNC(=O)C[C@H]1C[C@@]2(C(=O)OC)C(=C[C@H](C(C)(C)C)O[C@@H]2C)N(CCC2=CCCCC2)C1=O	-8
O=S(=O)(c1cccs1)N1CN(C2CCCC2)c2nc3ccccc3nc21	-6
COC(=O)c1ccc2nc(-c3cccc(Br)c3)c(Cc3cccc(Cl)c3)n2c1	-8
CCCC(=O)Nc1cc(C)c(NC(=O)Cc2ccccc2)cn1	-3
CCCCCCCCN1C(=O)[C@@H](CC(=O)N2CCN(C(=O)c3ccco3)CC2)C[C@@]2(C(=O)OC)C1=C[C@H](C1CCCC1)O[C@@H]2C	-9
COC(=O)c1cc2c(c3c4cc(F)ccc4n(S(=O)(=O)c4ccc(C)cc4)c13)C(=O)N(Cc1ccccc1OC)C2	-4
COc1ccc(C(=O)Nc2ccc(N3CCN(C(C)=O)CC3)cc2)cc1[N+](=O)[O-]	-19
Nc1nc2c(ncn2[C@@H]2O[C@H](C(=O)NCCCN3CCCC3=O)[C@@H](O)[C@H]2O)c(=O)[nH]1	-8
COc1ccc2c(c1)[C@@]1(OCCC=C[C@H]1C)C(=O)N2Cc1ccc(F)cc1	-5
O=C(C(=O)N1CCC(CNS(=O)(=O)c2ccc(F)c(F)c2)CC1)c1cc2ccccc2o1	-10
Cn1c(-c2nnn(-c3ccc(F)cc3)n2)cc2ccccc21	-6
Cc1cc(NC(=O)c2cnccn2)no1	-8
COC(=O)[C@]12C[C@H](CC(=O)NCC34CC5CC(CC(C5)C3)C4)C(=O)N(CCC3=CCCCC3)C1=C[C@H](C(C)(C)C)O[C@@H]2C	-5
CC(=O)O[C@@H]1C=C[C@@H](C#Cc2ccc(C(C)(C)C)cc2)O[C@@H]1COC(=O)Nc1ccccc1	-10
COC(=O)C1=C(C)N(Cc2ccccc2C(F)(F)F)C(=NCc2ccc(OC)cc2)NC1c1cccc(C(F)(F)F)c1 (configuration not stated)	-9

An excerpt from above in order of their number in CaV13 ICDI inh, smallest number first.
SMILES	CaV13 ICDI inh
O=C(C(=O)N1CCC(CNS(=O)(=O)c2ccc(F)c(F)c2)CC1)c1cc2ccccc2o1	-10
CCCCNC(=O)C[C@H]1C[C@@]2(C(=O)OC)C(=C[C@H](C(C)(C)C)O[C@@H]2C)N(CCC2=CCCCC2)C1=O	-8
COC(=O)c1cc2c(c3c4cc(F)ccc4n(S(=O)(=O)c4ccc(C)cc4)c13)C(=O)N(Cc1ccccc1OC)C2	-4

Following part
SMILES	CaV13 ICDI inh
NC(=O)c1ncn([C@@H]2O[C@H](C(=O)Nc3ccc(Oc4ccccc4)nc3)[C@@H](O)[C@H]2O)n1	-3
COc1ccc2nc(NN=Cc3cccc(C)n3)cc(C)c2c1	-12
CCOC(=O)N1CCC(NC(=O)c2cnn3c(C(F)(F)F)cc(-c4cccc(OC)c4)nc23)CC1	-6
COC(=O)c1cc2c(c3c4cc(OC)ccc4n(S(=O)(=O)c4cccc(C)c4)c13)C(=O)N(C)C2	-4
Nc1ccn([C@@H]2O[C@H](C(=O)N[C@H](Cc3ccccc3)C(=O)Nc3ccc4scnc4c3)[C@@H](O)[C@H]2O)c(=O)n1	-9
COC(=O)c1cc2c(c3c4cc(OC)ccc4n(S(=O)(=O)c4ccc(F)cc4)c13)C(=O)N(Cc1ccccc1)C2	-4
COC(=O)C1=C(C)N(Cc2ccc(C(F)(F)F)cc2)C(=NCc2ccc(C(F)(F)F)cc2)NC1c1ccc(F)cc1 (configuration not stated)	-7
N#Cc1ccc(OCCCN2CCC(C(O)(c3ccccc3)c3ccccc3)CC2)c(F)c1	-9
CC(=O)N1CCN(c2ccc(N3CCN(C(C)=O)[C@@H](C)C3)c(C)c2)[C@@H](C)C1	-10
Cc1ccc(S(=O)(=O)N2CCN(CC(=O)N/N=C/c3ccccc3OCC(=O)O)CC2)cc1	-4
CCN1CCN(c2c(S(=O)(=O)c3ccc(Cl)cc3)cnc3ccccc23)CC1	-10
CC(C)CC1c2[nH]c3ccccc3c2CCN1C(=O)c1cnccn1 (configuration not stated)	1
O=C(Cc1ccccc1)c1c[nH]c(C(=O)NCCCn2ccnc2)c1	10
CN[C@H]1C[C@H]2c3[nH]c4c(-c5ccccc5)cccc4c3CCN2C[C@H]1[C@H](C)O	-6
COc1cc2c(cc1OC)/C(=C/C(=O)N1CCOCC1)NC(C)(C)C2	-3
Cc1ccc(CNC(=O)CC2Nc3c4ccccc4nc(=S)n3C2=O)cc1 (configuration not stated)	1
COc1ccc(-c2ccc3c(n2)CCCN3S(=O)(=O)c2ccccc2)cc1	-5
Cc1onc(-c2ccccc2)c1C(=O)N1CCN(C(=O)C(=O)c2cccc(C(F)(F)F)c2)CC1	-10
C[C@H](c1ccccc1)N1C[C@@H](COCc2ccccc2)Oc2cccc(Oc3ccc(C(C)(C)C)cc3)c2S1(=O)=O	-8
CCCc1nc2c(C)cc(Br)cn2c1Cc1ccccc1OC	-7
COc1ccc(-c2cc(=O)c3cccc(CC(=O)O)c3o2)cc1	-4
COC(=O)C1=C(C)N(Cc2cccc(C(F)(F)F)c2)C(=NCc2ccc(C(F)(F)F)cc2)NC1c1ccccc1 (configuration not stated)	-5
CCCCNc1cccc2c1S(=O)(=O)N[C@@H](Cc1ccccc1)CO2	-4
CC1(O)C(=O)C2(C)C=CC1C1C(=O)N(c3ccccc3)C(=O)C12 (configuration not stated)	-9
CN(N=Cc1ccccc1O)C(=O)c1ccccc1N	-13

Continued (two carried over from the part before).
SMILES	CaV13 ICDI inh
CC1(O)C(=O)C2(C)C=CC1C1C(=O)N(c3ccccc3)C(=O)C12 (configuration not stated)	-9
CN(N=Cc1ccccc1O)C(=O)c1ccccc1N	-13
O=C(C[C@@H]1C[C@@H]2c3cc(NC(=O)c4ccc5c(c4)OCO5)ccc3O[C@@H]2[C@@H](CO)O1)NCc1cccnc1	-6
COC(=O)C1=C(C)N(Cc2ccccc2C(F)(F)F)C(=NCc2ccccc2)NC1c1cccc(F)c1 (configuration not stated)	-3
Cc1cccc(NC(=O)CSc2nc3ccc(NC(=O)CSc4nnnn4-c4ccccc4)cc3s2)c1C	-6
COC(=O)C1=C(C)N(Cc2ccccc2C(F)(F)F)C(=NCc2ccccc2)NC1c1ccc(Cl)cc1 (configuration not stated)	-3
Fc1ccc2cc(C3=CCCCC3)ncc2c1	-5
O=C(Nc1ccc(Nc2ccccc2)cc1)c1ccccc1	7
CCOC(=O)C1=C(C(=O)OCC)C2N(Cc3ccc(C(F)(F)F)cc3)c3ccccc3[C@@]23C[C@@H](C(=O)OC)N(S(=O)(=O)c2ccc(OC)cc2)C3=N1 (some centres not stated)	-4
CCOC(=O)C(CNc1ccc(OCc2ccccc2)cc1)NC(=O)c1ccccc1 (configuration not stated)	-12
C[C@@H]1C=CCCO[C@]12C(=O)N(CC1CC1)c1cccc(Br)c12	-2
COc1ccc(-c2ncn(CCc3ccccc3OC)c2C(C)C)cc1	-5
C[C@]12Cc3ccccc3C1CC1=N[C@@H](c3ccccn3)O[C@@]13C[C@@H]2C(=O)N3C1CCN(Cc2ccccc2)CC1 (some centres not stated)	-4
O=C(Nc1ccc(Cl)cc1C(=O)N1CCOCC1)c1cccc([N+](=O)[O-])c1	-4
CC(=O)Nc1ccc(NC2=C(Cl)C(=O)c3ccccc3C2=O)cc1	-7
N#Cc1ccc2nc(-c3ccc(CN4CCC(n5cc(-c6ccccc6)[nH]c5=O)CC4)cc3)c(-c3ccccc3)nc2c1	-5
Cn1c(N)c(C(=O)COC(=O)c2cc(C(F)(F)F)nc3ccccc23)c(=O)n(C)c1=O	-4
O=C(O)C(=Cc1ccc([N+](=O)[O-])cc1)c1ccccc1	-12
CCCCCCC12C(=Cc3cc4c(cc31)OCCO4)c1cc(OC)c(OC)cc1C(CC(=O)O)N2C(=O)OC (configuration not stated)	-5
Cc1ccc2[nH]c3c(c2c1)CN(C(=O)CN1CCCCC1)CC3	-6
CCCCc1c(-c2ccccc2OC)ncn1Cc1ccccc1Cl	-5
COC(=O)C1=C(C)N(Cc2cccc(C(F)(F)F)c2)C(=NCc2ccc3c(c2)OCO3)NC1c1ccc(F)cc1 (configuration not stated)	-4
O=C(O)c1cccc(C(=O)O)c1S(=O)Cc1ccccc1 (configuration not stated)	-11
C[C@@H]1CN([C@@H](C)CO)C(=O)CCCn2cc(nn2)CO[C@H]1CN(C)C(=O)Nc1cccc(F)c1	-8
COc1ccc(CNS(=O)(=O)c2cc(Br)ccc2Br)c(OC)c1	-5
C=CCNc1ccc2c(c1)OC[C@@H](CC(C)C)NS2(=O)=O	-6
Brc1ccccc1C1Cc2nnccc2CN1 (configuration not stated)	-5

Next structures.
SMILES	CaV13 ICDI inh
COC(=O)[C@]12C[C@H](CC(=O)NCc3cccc(C(F)(F)F)c3)C(=O)N(Cc3ccc4c(c3)OCO4)C1=C[C@H](C(C)(C)C)O[C@@H]2C	-5
O=C(c1ccc2c(c1)OCO2)N1CCC2(CC1)Oc1ccc(Cl)cc1C(=O)C21CC(c2ccc(Cl)cc2)=NO1 (configuration not stated)	12
CCCCCCCCN1C(=O)[C@@H](CC(=O)NCc2ccccc2)C[C@@]2(C(=O)OC)C1=C[C@H](C(C)(C)C)O[C@@H]2C	-8
COC(=O)C1=C(C)N(Cc2ccc(C(F)(F)F)cc2)C(=NCc2ccc3c(c2)OCO3)NC1c1ccccc1C(F)(F)F (configuration not stated)	-3
O=C(NCc1ccccc1)[C@H]1CCCN1C(=O)[C@H]1CCCN1C(=O)c1ccc(OC(F)(F)F)cc1	-9
COc1cc2c(c(OC)c1OC)[C@@]1(c3ccccc3)CCCC[C@H]1[C@@H]2NC(=O)C(F)(F)F	-2
CCCCc1c(-c2ccccc2OC)ncn1Cc1cccc(C)c1	-6
CCC(=O)Nc1ccc(-n2nnnc2SCC(=O)NNC(=O)c2ccco2)cc1	-3
Oc1cc(O)cc(C=Cc2ccc(O)c(O)c2)c1	-11
O=C(Nc1cccc(Cl)c1)NN(c1ccccc1)C1CCS(=O)(=O)C1 (configuration not stated)	-12
Cc1ccccc1-c1ccc2c(c1)[C@@H]1C[C@H](N(C)C(=O)Nc3ccccc3)[C@H]([C@H](C)O)CN1CC2	-5
COC(=O)[C@]12C[C@H](CC(=O)NCc3ccc(C)o3)C(=O)N(Cc3ccccc3)C1=C[C@H](C1CCCC1)O[C@@H]2C	-11
COC(=O)C1=C(C)N(C)C(=NCc2ccc(OC)cc2)NC1c1ccc(C(F)(F)F)cc1 (configuration not stated)	-11
COc1cccc(-c2ncn(CCc3ccccc3OC)c2CC(C)C)c1	-11
O=S1(=O)N[C@@H](Cc2ccccc2)COc2cc(N3CCCCC3)ccc21	-6
NS(=O)(=O)c1ccc(OCCCN2CCC(C(O)(c3ccccc3)c3ccccc3)CC2)cc1	-10
C[C@H]1[C@H](c2ccccc2)Oc2cccc(NCCc3ccccc3)c2S(=O)(=O)N1Cc1ccc(F)cc1	-4
O=C(N[C@H](C(=O)N1CCC[C@H]1C(=O)NCCc1ccccc1Cl)C1CCCCC1)c1ccccc1	-4
Cc1cccc2c1[nH]c1nc(N/N=C\c3ccco3)nnc12	-4
COC(=O)C1=C(C)N(C)C(=NCc2ccccc2C(F)(F)F)NC1c1ccc(F)cc1 (configuration not stated)	-2
CCCCNC(=O)C[C@H]1C[C@@]2(C(=O)OC)C(=C[C@H](COCc3ccccc3)O[C@@H]2C)N(CCC2=CCCCC2)C1=O	-6
C=CCNC(=S)N(C)[C@H]1C[C@H]2c3[nH]c4c(-c5ccccc5)cccc4c3CCN2C(=O)[C@H]1[C@H](C)O	-5
COC(=O)[C@]12C[C@H](CC(=O)NCc3cccs3)C(=O)N(Cc3ccccc3)C1=C[C@H](C1CCCC1)O[C@@H]2C	-9
CC1(C)N([O-])c2cc([N+](=O)[O-])ccc2[N+]1=O	-12
COC(=O)C1=C(C)N(Cc2ccc(C(F)(F)F)cc2)C(=NCc2ccccc2)NC1c1ccccc1C(F)(F)F (configuration not stated)	-10
COC(=O)c1cc2c(c3c4cc(C)ccc4n(S(=O)(=O)c4ccc(C)cc4)c13)C(=O)N(Cc1ccc(N(C)C)cc1)C2	-5

From PubChem
